AID2073 = disruptors of CaV2.2 binding to Mint1 – biochemical, HTRF (AID 2073). HTRF protein-protein interaction, Mint1-CaV2.2; higher % means a stronger effect. one-dose inhibition, % at 20 µM; IC50 in µM for titrated hits. actives 0.19% (n = 290,000); in the data active = inhibition mostly above about 51%, no sharp cut-off; inconclusive = no clear call, values can overlap the other calls; inactive = mostly below about 53%; note: some results filed as inactive read as strong as hits
NOD1 NF-kB reporter = inhibition of NOD1-driven NF-kB reporter – cell-based, luminescence, uHTS, primary screen (AID 1578); NOD1-driven NF-kB luciferase reporter cells, luminescence; higher % means a stronger effect; one-dose inhibition, % at 4 µM; EC50 in µM for titrated hits; actives 1% (n = 290,000); in the data active = inhibition mostly above about 36%, no sharp cut-off; inactive = mostly below about 34%;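 note: HEK-293T reporter cells stimulated with the NOD1 agonist gamma-tri-DAP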
NOD2 inhibition = inhibition of NOD2-driven NF-kB reporter – cell-based, luminescence, uHTS, HEK293 (AID 1566) | inhibition, % at 4 µM; hits with a dose series show EC50 in µM | actives 0.63% (n = 290,000) | HEK293 NOD2/NF-kB luciferase reporter, luminescence; higher % means a stronger effect; note: many of its hits are not listed in these tables
HIV peptide binding = inhibitors of HIV fusion peptide binding, primary screen, biochemical, uHTS, fluorescence dequenching (AID 1986); cell-free peptide binding, fluorescence dequenching, 30 min; higher % means a stronger effect; inhibition, % at 20 µM; hits with a dose series show IC50 in µM; actives 0.3% (n = 290,000); in the data active = inhibition mostly above about 52%, no sharp cut-off; inactive = mostly below about 76%; note: some results filed as inactive read as strong as hits
Yfh1-depleted yeast = mitochondrial function rescue without frataxin homolog – Friedreich's ataxia, plus single-dose screen, dose response (AID 1465); S. cerevisiae Yfh1-off respiration, WST-1 reduction, 72 h; higher fold induction means a stronger effect; fold induction at 50 µM; hits with a dose series show EC50 in µM; actives 0.074% (n = 220,000);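 active = fold induction of absorbance versus untreated yeast above a set limit, then at least 30% activation at any dose in follow-up; inconclusive = repeats straddling the limit, or above it without dose testing; inactive = fold induction below the set limit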;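 note: activators that raise dye reduction in frataxin-depleted yeast; strong numbers were not always called active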
NS5 inhibitors = flavivirus cap methylation enzyme inhibition – biochemical, confirmation dose response, primary screen (AID 588689). inhibition, % at 25 µM; hits with a dose series show IC50 in µM. Dengue-2 NS5 methyltransferase capping enzyme assay, biochemical; higher % means a stronger effect. actives 0.3% (n = 340,000); in the data active = a potency from the dose series; inconclusive = inhibition above about 29% without an active follow-up result
KOR beta-arrestin-1 = KOR agonists, beta-arrestin recruitment, primary screen, cell-based, luminescence, uHTS (AID 1777). KOR beta-arrestin recruitment, luminescence; higher % means a stronger effect. activation, % at 10 µM; hits with a dose series show EC50 in µM. actives 0.02% (n = 280,000); in the data active = activation above about 50%, passing the limit was not always enough; note: a part of the inactive calls stands beside numbers as strong as those of hits
West Nile antiviral = West Nile virus antiviral activity, cell-based, CPE readout (AID 1621) | actives 0.02% (n = 290,000) | CPE inhibition, % at 10 µM; hits with a dose series show IC50 in µM | West Nile virus-infected cells, CPE inhibition; higher % means a stronger effect; in the data active = a potency from the dose series; inconclusive = CPE inhibition mostly from about 3.7% at the one dose, without a potency; inactive = the rest, 99 in 100 with CPE inhibition below about 2.2%; note: strong numbers were not always called active
KOR beta-arrestin-2 = kappa opioid receptor blockers – cell-based, luminescence, uHTS (AID 1778) | inhibition, % at 10 µM; hits with a dose series show IC50 in µM | KOR beta-arrestin recruitment, luminescence, antagonist mode; higher % means a stronger effect | actives 0.091% (n = 290,000); note: strong numbers were not always called active
NS5 inhibitors pilot replicate = recorded beside NS5 inhibitors, whose call it bears; inhibition, %; measured here: pilot screen replicate inhibition
* hit, by the source's call; i = inactive; ? = inconclusive; / = no result given; [ ] = another dose, or the depositor's remark. Cut-off read from the data, not from the text of the source, unless noted: active = inhibition above about 50%; inactive = the rest. Not all compounds are listed; the hit share may differ from the screen's.

SMILES	AID2073	NOD1 NF-kB reporter	NOD2 inhibition	HIV peptide binding	Yfh1-depleted yeast	NS5 inhibitors	KOR beta-arrestin-1	West Nile antiviral	KOR beta-arrestin-2	others
O=C(NCCN1CCCC1)c1ccc(Cn2c(=S)[nH]c3ccc(Br)cc3c2=O)cc1	6%	-27%	14%	0.5%	i	-6%	-1.5%	-0.3%	-6%
COc1cc(OC)cc(C(=O)NCC(=O)N2CCC(C)CC2)c1	-2%	-22%	-1%	-0.2%	i	1%	-2.3%	0.1%	22%
CSc1ccccc1COC(=O)Nc1ccccc1C	-3%	2%	2%	-1.3%	i	/	-1.5%	-0.1%	21%
NS(=O)(=O)c1ccc(CNC(=O)c2cc(-c3ccccn3)nc3ccc(Cl)cc23)cc1	33%	-17%	3%	14%	i	13%	-5.4%	-0.6%	-27%
COc1cccc(NCc2nnc(SCC(=O)N(C)C3CCS(=O)(=O)C3)n2C2CCCCC2)c1 (configuration not stated)	6%	3%	3%	0.9%	/	2%	-2.3%	0.0%	16%
Cc1ccnc(NC2c3ccccc3C(=O)N2Cc2ccccc2Cl)c1 (configuration not stated)	4%	-13%	-6%	-1.3%	i	-2%	1.1%	0.9%	26%
O=C(Cn1cc(S(=O)(=O)N2CCN(c3ccccc3F)CC2)c2ccccc2c1=O)NCCCN1CCCCCC1	15%	-28%	-5%	1.9%	i	/	8.2%	-0.1%	-14%
O=C(CCC(=O)NNC(=O)Cc1ccccc1)NCc1ccccc1	3%	-63%	-4%	-1.8%	i	/	-6.7%	0.8%	-20%
CCN(CC(=O)NCc1ccc(Cl)cc1)C(=O)Cc1ccccc1[N+](=O)[O-]	2%	-44%	8%	-0.8%	/	-1%	-5.3%	-0.9%	31%
c1ccc(C(NCCNC(c2ccccc2)c2ccccc2)c2ccccc2)cc1	11%	-8%	6%	-0.8%	/	4%	-4.5%	-1.3%	38%
CC(=O)OCC(=O)C1=CCC2C3CCC4=CC(=O)C=CC4(C)C3(F)C(OC(C)=O)CC12C (configuration not stated)	28%	-4%	-15%	1.1%	i	3%	/	-1.0%	-16%[20 µM]
Cc1ccc(NC(=O)C2c3ccccc3Oc3ccccc32)c(C)c1	2%	-30%	-21%	-1.5%	i	-8%	-1.2%	-0.2%	34%
COc1ccc(Cn2ccnc2SCC(=O)Nc2cccc(NC(C)=O)c2)cc1	13%	-28%	8%	-1.3%	i	-2%	-1.1%	-1.4%	6%
COc1cccc(Nc2ncnc3sccc23)c1	11%	-30%	-83%	-1.0%	/	-4%	-1.5%	0.2%	-8%
CCC(=O)Nc1ccc(C2=Nn3c(nnc3C(C)C)SC2)cc1	40%	1%	7%	-3.3%	/	-5%	2.6%	0.1%	-1%
O=C(Nc1ccc(S(=O)(=O)Nc2ncccn2)cc1)c1ccccc1NS(=O)(=O)c1ccc(F)cc1	0%	-21%	16%	25%	i	27%	-2.5%	1.3%	-70%[20 µM]
CC(C)c1cc(-c2cc(C(=O)NCc3ccccc3)on2)nc(NC2CCCC2)n1	2%	1%	-1%	0.1%	i	1%	1.4%	0.3%	46%
Cc1onc(-c2c(F)cccc2Cl)c1C(=O)O/N=C(\N)c1ccc([N+](=O)[O-])o1	8%	28%	32%	-1.0%	i	6%	-2.4%	?	13%
N#Cc1ccc(-c2cccnc2)nc1SCc1ccc(Cl)cc1Cl	-8%	-29%	8%	48%	i	-7%	1.2%	0.2%	28%
Cn1c(N)c(C(=O)COC(=O)Cn2cc(C(F)(F)F)ccc2=O)c(=O)n(C)c1=O	9%	-18%	18%	-0.6%	i	-6%	14%	-0.1%	19%
NC(=O)c1oc2ccccc2c1NC(=O)c1nc2ccccc2s1	16%	-38%	-16%	2.6%	i	-2%	-0.6%	-0.1%	12%
CCc1c(C)c2ccc(OCC(=O)NCC3CCC(C(=O)O)CC3)c(C)c2oc1=O (configuration not stated)	19%	-20%	7%	0.5%	/	1%	-3.4%	-0.2%	-46%[20 µM]
COc1c(S(=O)(=O)N2CCN(C(=O)c3ccco3)CC2)ccc(Cl)c1Cl	46%	-18%	3%	-0.4%	/	-6%	-4.0%	-1.3%	-20%
CCOC(=O)c1ccc(NC(=O)c2nc[nH]c2C(=O)N2CCc3ccccc3C2)cc1	3%	7%	10%	-0.6%	i	-3%	2.3%	0.8%	-9%
COCCNC(=S)N/N=C(\C)c1ccc(OC(F)F)cc1	-20%	-3%	6%	-0.7%	i	-11%	/	-0.1%	0%
O=C(O)CC/C(=N\NC(=O)c1ccncc1)c1ccccc1	7%	38%	4%	1.0%	/	0%	6.6%	0.5%	-15%[20 µM]
O=C(/C=C/c1ccccc1)Nc1ccc(Br)cn1	14%	-58%	-67%	-1.1%	i	-3%	2.3%	-0.3%	-54%
Cc1ccc(S(=O)(=O)N2CCN(C(=O)c3cccs3)CC2)c(C)c1	3%	-23%	28%	-0.1%	i	/	-0.6%	-1.1%	-9%
NNC(=O)c1cccc(Cn2cc(Br)c([N+](=O)[O-])n2)c1	-2%	1%	14%	-1.6%	i	-4%	4.9%	0.3%	11%
CCOCc1c(C(=O)NC2=Nc3ccccc3NC(CC)=C2C(=O)OCC)oc2ccccc12	3%	4%	-15%	-0.9%	i	-6%	-0.8%	-1.7%	-62%
COC(=O)C1=C(C)OC(N)=C(C#N)C1c1ccccc1 (configuration not stated)	6%	5%	6%	1.0%	i	-8%	0.4%	0.8%	-77%
COC(=O)CCS(=O)(=O)c1cc(Cl)ccc1Cl	10%	6%	14%	-4.2%	i	-3%	4.2%	0.1%	-46%
O=C1CN(C(=O)c2cccc(S(=O)(=O)N3CCCC3)c2)c2ccccc2N1	10%	4%	13%	0.0%	i	-10%	-0.5%	-0.1%	22%
Cc1cc(-c2ccc(NC(=O)[C@@H]3CCCC[C@@H]3C(=O)O)c(C)c2)ccc1NC(=O)[C@@H]1CCCC[C@@H]1C(=O)O	1%	29%	-50%	-2.6%	i	-4%	5.3%	-0.5%	-36%[20 µM]
Cc1cc(=O)[nH]c(N/N=C/c2cccc([N+](=O)[O-])c2)n1	-1%	-16%	11%	-0.7%	i	/	5.9%	-0.1%	-15%
COc1ccccc1N1CCN(CC(O)COc2ccc(C)cc2C)CC1 (configuration not stated)	4%	-2%	19%	0.7%	/	5%	2.5%	-0.6%	9%
O=C(/C=C/c1ccc2c(c1)OCO2)N1CCCCC1	10%	-26%	-51%	1.9%	/	0%	-0.4%	0.1%	-16%[20 µM]	NS5 inhibitors pilot replicate=4.3
Cc1cccc(NC(=O)CCc2ccc(S(=O)(=O)NC3CCCCC3)cc2)c1	0%	8%	-24%	0.4%	i	-6%	7.1%	0.0%	-2%
COc1ccc(NC(=O)Cc2c(O)c3ccccc3[nH]c2=O)cc1	-7%	-9%	15%	2.6%	i	5%	-2.1%	0.2%	14%
Cc1cn2c(-c3cccnc3)nnc2s1	18%	/	8%	-1.5%	i	-8%	2.5%	-0.4%	16%

In the list so far, these have a cyano group:
SMILES	AID2073	NOD1 NF-kB reporter	NOD2 inhibition	HIV peptide binding	Yfh1-depleted yeast	NS5 inhibitors	KOR beta-arrestin-1	West Nile antiviral	KOR beta-arrestin-2	others
N#Cc1ccc(-c2cccnc2)nc1SCc1ccc(Cl)cc1Cl	-8%	-29%	8%	48%	i	-7%	1.2%	0.2%	28%
COC(=O)C1=C(C)OC(N)=C(C#N)C1c1ccccc1 (configuration not stated)	6%	5%	6%	1.0%	i	-8%	0.4%	0.8%	-77%

Ordered by formula weight (smallest number first): 15 of the compounds above
SMILES	AID2073	NOD1 NF-kB reporter	NOD2 inhibition	HIV peptide binding	Yfh1-depleted yeast	NS5 inhibitors	KOR beta-arrestin-1	West Nile antiviral	KOR beta-arrestin-2	others
Cc1cn2c(-c3cccnc3)nnc2s1	18%	/	8%	-1.5%	i	-8%	2.5%	-0.4%	16%
O=C(/C=C/c1ccc2c(c1)OCO2)N1CCCCC1	10%	-26%	-51%	1.9%	/	0%	-0.4%	0.1%	-16%[20 µM]	NS5 inhibitors pilot replicate=4.3
COC(=O)C1=C(C)OC(N)=C(C#N)C1c1ccccc1 (configuration not stated)	6%	5%	6%	1.0%	i	-8%	0.4%	0.8%	-77%
Cc1cc(=O)[nH]c(N/N=C/c2cccc([N+](=O)[O-])c2)n1	-1%	-16%	11%	-0.7%	i	/	5.9%	-0.1%	-15%
O=C(O)CC/C(=N\NC(=O)c1ccncc1)c1ccccc1	7%	38%	4%	1.0%	/	0%	6.6%	0.5%	-15%[20 µM]
O=C(/C=C/c1ccccc1)Nc1ccc(Br)cn1	14%	-58%	-67%	-1.1%	i	-3%	2.3%	-0.3%	-54%
NC(=O)c1oc2ccccc2c1NC(=O)c1nc2ccccc2s1	16%	-38%	-16%	2.6%	i	-2%	-0.6%	-0.1%	12%
NNC(=O)c1cccc(Cn2cc(Br)c([N+](=O)[O-])n2)c1	-2%	1%	14%	-1.6%	i	-4%	4.9%	0.3%	11%
Cc1ccc(S(=O)(=O)N2CCN(C(=O)c3cccs3)CC2)c(C)c1	3%	-23%	28%	-0.1%	i	/	-0.6%	-1.1%	-9%
COc1ccccc1N1CCN(CC(O)COc2ccc(C)cc2C)CC1 (configuration not stated)	4%	-2%	19%	0.7%	/	5%	2.5%	-0.6%	9%
O=C1CN(C(=O)c2cccc(S(=O)(=O)N3CCCC3)c2)c2ccccc2N1	10%	4%	13%	0.0%	i	-10%	-0.5%	-0.1%	22%
Cc1cccc(NC(=O)CCc2ccc(S(=O)(=O)NC3CCCCC3)cc2)c1	0%	8%	-24%	0.4%	i	-6%	7.1%	0.0%	-2%
CCc1c(C)c2ccc(OCC(=O)NCC3CCC(C(=O)O)CC3)c(C)c2oc1=O (configuration not stated)	19%	-20%	7%	0.5%	/	1%	-3.4%	-0.2%	-46%[20 µM]
COc1c(S(=O)(=O)N2CCN(C(=O)c3ccco3)CC2)ccc(Cl)c1Cl	46%	-18%	3%	-0.4%	/	-6%	-4.0%	-1.3%	-20%
CCOCc1c(C(=O)NC2=Nc3ccccc3NC(CC)=C2C(=O)OCC)oc2ccccc12	3%	4%	-15%	-0.9%	i	-6%	-0.8%	-1.7%	-62%

Additional structures
SMILES	AID2073	NOD1 NF-kB reporter	NOD2 inhibition	HIV peptide binding	Yfh1-depleted yeast	NS5 inhibitors	KOR beta-arrestin-1	West Nile antiviral	KOR beta-arrestin-2	others
Cc1ccc(N2CC(C(=O)OCc3ccccc3)CC2=O)cc1 (configuration not stated)	-5%	-10%	-7%	-0.5%	i	-2%	2.2%	0.0%	3%
CCCn1c(CN(Cc2ccccc2)Cc2ccccc2)nc2c1c(=O)n(C)c(=O)n2C	24%	18%	8%	-1.5%	i	-3%	3.7%	2.3%	-6%
CCS(=O)(=O)N1CCN(S(=O)(=O)c2ccccc2[N+](=O)[O-])CC1	4%	31%	8%	-2.9%	i	-1%	-4.6%	-0.5%	-11%[20 µM]
O=C(CCc1nnc(Cc2ccc(-c3ccccc3)cc2)o1)NCC1CC1	-6%	-30%	-4%	-0.2%	i	-11%	-0.9%	-1.2%	-20%[20 µM]

Screens from PubChem.
